CRFR2-BP antag: CRF-BP/CRF-R2 complex antagonism | HEK293 CRF-R2/CRF-BP, CRF-induced calcium fluorescence | inhibition, % at 11.8 µM | 350,000 tested, 0.59% active;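 active means inhibition of the ligand-induced calcium signal above about 50% at the single tested concentration, limit read from the data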
CHRM5 agonist: agonists of human muscarinic M5 receptor (CHRM5); P08912; CHO-K1 hM5 cells, Fluo-8 calcium fluorescence; 0% DMSO wells, 100% maximal acetylcholine response; activation, % at 3 µM; 360,000 tested, 0.19% active; AID 624037;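 active means activation above the run's mean over test compounds plus 3 SD, cut at about 23% in these data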;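 further: signal is peak over basal fluorescence ratio across the kinetic read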
Target sequence (P08912 whole entry, looked up): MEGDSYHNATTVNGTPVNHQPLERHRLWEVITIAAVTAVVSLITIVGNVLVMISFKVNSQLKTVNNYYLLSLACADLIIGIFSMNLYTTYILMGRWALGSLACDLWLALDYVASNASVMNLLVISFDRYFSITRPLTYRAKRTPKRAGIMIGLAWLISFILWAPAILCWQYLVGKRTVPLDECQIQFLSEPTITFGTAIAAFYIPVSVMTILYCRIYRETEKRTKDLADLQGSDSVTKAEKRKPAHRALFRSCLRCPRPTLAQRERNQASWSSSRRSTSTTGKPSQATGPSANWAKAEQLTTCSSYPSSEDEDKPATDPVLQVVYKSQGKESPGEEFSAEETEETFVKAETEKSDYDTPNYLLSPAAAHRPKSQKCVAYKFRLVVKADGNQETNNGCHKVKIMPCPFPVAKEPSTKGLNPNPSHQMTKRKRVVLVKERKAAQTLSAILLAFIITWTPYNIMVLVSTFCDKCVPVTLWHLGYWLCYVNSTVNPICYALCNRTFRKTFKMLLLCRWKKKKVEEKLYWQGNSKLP
CRFR2-BP ag: agonists of human CRF-binding protein/CRF-R2 receptor complex; activation, % at 13.2 µM; 350,000 tested, 0.46% active; HEK293 CRF-R2/CRF-BP, calcium dye fluorescence (FLIPR); percent of saturating CRF peptide response;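 active means activation of at least 50%, plus an integration ratio under a set limit after plate pattern correction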;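 further: plate controls were neutral control wells without compound for no effect and CRF at EC100 for full effect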
M4 PAM: CHRM4 positive allosteric modulation; P08173; CHO-K1 hM4/Gqi5, Fluo-8 calcium fluorescence, ACh EC20; 0% = ACh EC20, 100% = maximal ACh; activation, % at 3 µM; 360,000 tested, 0.4% active; AID 624126;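 active means activation above its plate's cutoff, the mean activation of sample wells plus 3 SD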; further: some results filed as inactive read as strong as hits
M5 antag: antagonists of human muscarinic M5 receptor (CHRM5) | P08912 | inhibition, % at 3 µM | CHO-hM5 cells, Fluo-8 calcium fluorescence, ACh EC80 | 360,000 tested, 0.59% active;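 active means inhibition above a per-plate cutoff, the mean of that plate's test compounds plus 3 SD, cut at about 27% in these data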;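 further: 0% = acetylcholine EC80 with DMSO and 100% = DMSO without agonist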
TAAR1 ag: agonists of human TAAR1 | Q96RJ0 | CHO RD-HGA16 TAAR1, Fluo-8 calcium fluorescence; vehicle wells 0%, saturating PEA agonist 100% | activation, % at 3 µM | 360,000 tested, 0.99% active | AID 624467;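 active means activation above the mean activation of all test compounds in the run plus 3 SD, cut at about 38% in these data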
Target sequence (Q96RJ0 whole entry, looked up): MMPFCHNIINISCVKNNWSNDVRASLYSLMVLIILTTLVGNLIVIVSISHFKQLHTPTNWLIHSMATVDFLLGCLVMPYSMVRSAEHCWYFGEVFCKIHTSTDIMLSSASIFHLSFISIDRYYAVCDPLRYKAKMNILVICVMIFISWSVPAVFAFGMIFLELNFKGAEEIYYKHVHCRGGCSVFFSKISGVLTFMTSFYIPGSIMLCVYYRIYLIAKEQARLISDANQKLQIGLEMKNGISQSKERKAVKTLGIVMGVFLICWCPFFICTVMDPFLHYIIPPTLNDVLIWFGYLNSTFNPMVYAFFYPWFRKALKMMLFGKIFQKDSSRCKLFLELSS
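Test system: RD-HGA16 (CHO) cells co-expressing Gα16 and hTAAR1; dosing: one-point dosing at 3 µM (nominal); timing: 17-24 h seeding, 75 min 37 °C dye, 30 min RT; signal: kinetic Fluo-8 calcium fluorescence; read-out basis: % activation relative to PEA EC100 response; controls: DMSO and PEA EC100; replicates: n 1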
CHRM5 PAM: CHRM5 positive allosteric modulation; 360,000 tested, 0.3% active; CHO-K1 hM5, Fluo-8 calcium, ACh EC20 PAM; 0% = ACh EC20, 100% = ACh EC100; P08912; activation, % at 3 µM;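 active means activation above the run cutoff, the mean activation of all test compounds plus 3 SD, cut at about 18% in these data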
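System: CHO-K1 cell line with stable human muscarinic M5 receptor expression | Also added: EC20 acetylcholine as agonist stimulus | Compound: One concentration, 3 µM final (nominal) | Timing: Fluo-8 loading 80 min at 37 °C plus 30 min room temperature | Measured by: Fluo-8 calcium dye fluorescence, kinetic read | Read-out basis: % activation, ACh-normalized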
TAAR1 antag: antagonists of human TAAR1; CHO RD-HGA16 TAAR1, Fluo-8 calcium fluorescence, antagonist; inhibition, % at 3 µM; 360,000 tested, 1.5% active; AID 624466;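 active means inhibition above a per-plate cutoff, the mean inhibition of test compounds on that plate plus 3 SD, cut at about 49% in these data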;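 further: 0% = DMSO plus EC80 beta-PEA response and 100% = DMSO alone without agonist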
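Test system: CHO RD-HGA16 cells bearing hTAAR1 | Reagent: β-PEA, EC80 | Compound dosing: 3 µM, single point | Schedule: Dye loading 75 min at 37 °C, then 30 min room temperature | Signal: Calcium fluorescence with Fluo-8 | Evaluation: Percent inhibition of PEA-evoked calcium signal, max/basal emission ratio | Control set: DMSO-only wells and EC80 β-PEA-stimulated wells | Repeats: Singlicate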
CHO-K1 Ca PAM: nonselective activator or artifact in parental CHO-K1 calcium assay | ATP EC20, Fluo-8 calcium fluorescence; 0% at ATP EC20, 100% at ATP max | activation, % at 3 µM | 360,000 tested, 0.02% active | AID 602247;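 active means activation above the run cutoff, the mean activation of all test compounds plus 3 SD, cut at about 40% in these data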;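 further: peak over basal fluorescence ratio in a 140 s read after ATP addition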
* hit, by the source's call; / = no result given.

SMILES | CRFR2-BP antag | CHRM5 agonist | CRFR2-BP ag | M4 PAM | M5 antag | TAAR1 ag | CHRM5 PAM | TAAR1 antag | CHO-K1 Ca PAM
COc1cccc(-n2nnc(S(=O)(=O)c3ccc(C)cc3)c2N)c1 | -7 | 8 | 0.9 | -1 | 15 | 27 | -9 | 7 | 5
CC(=O)N1c2ccc(S(=O)(=O)N3CCCC(C(=O)NCc4ccc(Cl)cc4)C3)cc2CC1C (stereo not drawn) | -3 | -4 | 0.1 | 3 | 22 | 7 | -11 | -2 | -5
Cc1ccccc1CN(c1ccc(C(=O)Nc2cccnc2)cc1)S(C)(=O)=O | 22 | 2 | 1.1 | -10 | 8 | 5 | -5 | 7 | 0
C/C(=N/N=C/c1ccccc1O)c1ccccc1O | 1 | -2 | 0.5 | -2 | 11 | -2 | -3 | -9 | 3
N#Cc1c(/N=C\c2ccc(O)c([N+](=O)[O-])c2)sc2c1CCCC2 | -1 | -3 | -2.2 | 11 | 2 | 1 | 0 | 9 | 8
CC(=O)NCC(=O)NC(C(=O)Nc1ccc2c(c1)OCCO2)c1ccccc1 (stereo not drawn) | -22 | -4 | 2.2 | 1 | -1 | 19 | -3 | 8 | 17
CCN(CC)c1ccc(/C=N\NC(N)=O)cc1 | 1 | -3 | -1.2 | 7 | -9 | 1 | 3 | 2 | 18
CCN1CCCC1CNC(=O)c1cc2c(OC)cccc2[nH]1 (stereo not drawn) | -6 | -2 | 2.9 | 0 | 8 | 10 | -2 | -2 | 13
OCC1C2c3ccccc3C(c3ccccc32)C1CO (stereo not drawn) | -6 | 2 | 1.4 | -2 | 0 | 22 | 7 | -8 | -21
Cn1cccc1C(=O)NC(=O)COC(=O)CCNS(=O)(=O)c1ccc(Cl)cc1 | -1 | 0 | -2.9 | 4 | 0 | 1 | -1 | 13 | 18
CCC(Sc1nc(C)cc(=O)[nH]1)C(=O)Nc1nnc(C)s1 (stereo not drawn) | -7 | -1 | 1.9 | -1 | 6 | 11 | -5 | -5 | -6
CCOC(=O)C1CCN(C(=O)C2CCCN(S(=O)(=O)c3ccc(OCC)c(Cl)c3)C2)CC1 (stereo not drawn) | 2 | 2 | -0.8 | -2 | 12 | 2 | -20 | 19 | 6
Cc1ccc(OCCC(=O)OC(C)C(=O)Nc2ccc(Cl)cn2)cc1 (stereo not drawn) | -1 | -5 | -3.0 | 14 | 3 | -2 | -8 | -9 | -24
CCOC(OCC)c1ccc(/C=C\c2nccc(N)n2)cc1 | -4 | -3 | -1.5 | -2 | 11 | -1 | -2 | 3 | 12
CCN(C(=O)COC(=O)CNS(=O)(=O)c1ccccc1)c1ccccc1 | 9 | -1 | -0.9 | 1 | 0 | 3 | 9 | 13 | 16
Cc1ccc(-c2ccc(SCC(=O)N3CCN(c4ccccc4)CC3)nn2)cc1 | 1 | -2 | 0.6 | 3 | 5 | -1 | -3 | -27 | 5
CC(=O)c1cccc(Nc2ccc(C#N)cc2)c1 | / | 1 | / | 0 | -5 | 3 | -4 | -24 | 11
CCN(CC(=O)Nc1c(F)cccc1F)C(=O)C1CCN(C(=O)Nc2ccccc2)CC1 | 47 | 3 | 1.0 | 15 | -3 | 2 | -1 | 0 | 14
CCCc1ccc(OCc2ccccc2)c2c(=O)cc(C(=O)OCC)oc12 | -5 | 2 | 1.0 | -1 | 3 | 0 | 2 | -3 | 16
Cc1ccc(C(=O)O)cc1Nc1ncnc2sc3c(c12)CCC3 | 5 | 1 | -1.4 | -4 | 9 | -1 | -2 | -16 | -6
Cc1cc(NC(=O)CSCC(=O)Nc2cc(C(F)(F)F)ccc2N2CCOCC2)no1 | -5 | -2 | 1.2 | 5 | -1 | 2 | 10 | -1 | 2
Cc1cccc(Oc2coc3cc(OC(=O)c4cc5ccccc5oc4=O)ccc3c2=O)c1 | 10 | -1 | 0.2 | 4 | 4 | 12 | 0 | 18 | 16
O=C(Cc1ccc(NS(=O)(=O)c2cccc(C(F)(F)F)c2)cc1)NCCN1CCOCC1 | 3 | 2 | -0.5 | 3 | -14 | 2 | 6 | -21 | 7
CCc1cccc(C)c1NC(=O)CSc1nc2ccc(N3C(=O)c4ccccc4C3=O)cc2s1 | 12 | -4 | 2.9 | 7 | 13 | 3 | -1 | -13 | -1
O=C(CSc1ncn[nH]1)Nc1ccc2c(c1)OCCO2 | -4 | 0 | 0.3 | 3 | -4 | 5 | 6 | 3 | 10
Cc1cc(C)nc(SCC(=O)N(C)CC(=O)Nc2ccccc2Br)n1 | -1 | 5 | -0.7 | 11 | -5 | 0 | 2 | -3 | -1
O=C(NCc1ccc(Cl)cc1)c1ncn[nH]1 | 14 | -4 | 0.0 | 4 | 22 | 1 | -5 | -6 | 9
Cc1ccc(OCC(=O)N(C)CC(=O)Nc2ccccc2Cl)c([N+](=O)[O-])n1 | 4 | 0 | -0.6 | 9 | 0 | 5 | 4 | -5 | -17
CN(C)/C=C(\C(=O)c1ccc(Cl)cc1)c1nnnn1-c1ccc(Cl)cc1 | -16 | 2 | 3.4 | 13 | -3 | 3 | 0 | -1 | 9
CN(CC(=O)NC(=O)NC1CCCCC1)c1ccccc1 | -16 | -3 | -1.0 | 8 | 5 | 3 | -10 | -19 | 0
O=C(Nc1cccc(C(F)(F)F)c1)c1ccc(N2CCNCC2)c([N+](=O)[O-])c1 | -49 | -3 | -1.4 | -3 | -3 | 1 | -3 | 13 | -15
O=C(Nc1cccc(-c2cscn2)c1)C1CCN(Cc2ccc(CO)o2)CC1 | 3 | -1 | 0.6 | 0 | 4 | 3 | 7 | -1 | 19
COc1ccc(CN2CNc3nc4ccccc4n3C2)cc1 | -22 | -1 | 8.5 | 14 | -10 | 16 | 8 | -6 | 17
Oc1ccc(NC(=S)Nc2ccc(F)cc2)cc1 | 0 | 0 | 2.5 | -1 | 8 | 0 | -9 | -12 | -8
C=CCNC(=O)NC(=O)COC(=O)COc1ccc(Br)cc1F | 6 | -1 | -1.9 | -1 | -1 | 10 | 2 | -1 | 10
O=c1c2ccccc2nc(/C=C/c2ccc(Br)cc2)n1CCCO | -21 | 3 | -2.6 | -8 | 6 | 6 | -4 | 28 | 4
O=C(CN(C(=O)c1nsc(Cl)c1Cl)c1ccc(F)cc1)NC1CCCC1 | -3 | -5 | 0.7 | 5 | 4 | -4 | 4 | -1 | 22
CC1(C)CC(C)(c2ccc(O)cc2O)N(c2cccc(Cl)c2)C(=S)N1 (stereo not drawn) | -18 | -11 | 0.2 | -3 | -9 | 3 | -16 | -19 | 20
Cc1cccc(C)c1C(O)c1ncc(-c2cccc(F)c2)[nH]1 (stereo not drawn) | / | 0 | / | -5 | 4 | 0 | -2 | 7 | 9
CCOc1cc(N2CCOCC2)c(OCC)cc1NC(=O)CN1C(=O)NC2(CCCCCCC2)C1=O | 7 | 1 | -1.5 | 16 | 2 | 2 | -1 | -3 | -7

Record cards, as listed above.
`O=C(CSc1ncn[nH]1)Nc1ccc2c(c1)OCCO2` is listed with CRFR2-BP antag: -4; CHRM5 agonist: 0; CRFR2-BP ag: 0.3; M4 PAM: 3; M5 antag: -4; TAAR1 ag: 5; CHRM5 PAM: 6; TAAR1 antag: 3; CHO-K1 Ca PAM: 10
`O=c1c2ccccc2nc(/C=C/c2ccc(Br)cc2)n1CCCO` is listed with CRFR2-BP antag: -21; CHRM5 agonist: 3; CRFR2-BP ag: -2.6; M4 PAM: -8; M5 antag: 6; TAAR1 ag: 6; CHRM5 PAM: -4; TAAR1 antag: 28; CHO-K1 Ca PAM: 4

(next part)
SMILES | CRFR2-BP antag | CHRM5 agonist | CRFR2-BP ag | M4 PAM | M5 antag | TAAR1 ag | CHRM5 PAM | TAAR1 antag | CHO-K1 Ca PAM
O=C(CN(CCc1ccccc1)C(=O)CN1C(=O)COc2ccccc21)NCc1ccco1 | 11 | 2 | 0.7 | 5 | -2 | 8 | -6 | 15 | 22
CC1(C(=O)NS(=O)(=O)Cc2cccc(Cl)c2)CCN1C(=O)Cc1ccccc1 (stereo not drawn) | / | 0 | / | 0 | 0 | 4 | -3 | -18 | -2
O=C(Nc1nnc(-c2ccc(F)cc2)s1)C1CCN(S(=O)(=O)c2ccc(Cl)cc2)CC1 | 0 | 1 | -1.2 | 7 | 4 | 1 | -3 | 4 | 10
COc1ccccc1NC(=O)c1sc2ncn(Cc3ccc(C)cc3)c(=O)c2c1C | 8 | 2 | -1.2 | 10 | -14 | 5 | 6 | 2 | 14
O=C(N/N=C\c1cccc(OC(=O)c2ccco2)c1)c1ccc2c(c1)OCO2 | 2 | 0 | -0.2 | -4 | 1 | 2 | -3 | 11 | 7
CCOC(=O)C1=C(C)NC(C)=C(C(=O)OCC)C1C(=O)OCC(N)=O | 10 | 3 | -2.5 | -2 | -2 | 0 | 5 | -15 | -11
O=C(/C=C/c1ccccc1)Nc1cccc(C(=O)N2CCCC2)c1 | 8 | 1 | -1.5 | 6 | 3 | 2 | 0 | -39 | 3
Cc1ccc(Nc2cc(C)nc(NCc3ccccc3)n2)cc1 | -91 | 6 | -1.7 | -2 | 8 | 56* | -6 | 2 | 14
O=[N+]([O-])c1ccc(OCCN2CCNCC2)cc1 | 11 | -2 | -0.6 | 1 | -9 | 9 | 10 | -24 | 18
COc1ccc(CNC(=O)C/C(C)=N/NC(=O)COc2ccccc2)cc1 | -2 | 0 | 0.1 | -6 | 9 | 5 | -6 | -9 | -14
O=C(CNc1cccc(S(=O)(=O)N2CCCCC2)c1)Nc1ccccc1F | 3 | 3 | -1.3 | -7 | -7 | 2 | 3 | -11 | -14
CCOc1ccc(C2c3[nH]c4ccccc4c3CCN2CCCn2cccn2)cc1 (stereo not drawn) | -45 | -7 | 1.1 | -15 | 6 | 4 | -3 | 17 | -5
Fc1ccc(-c2cnc(-c3cccs3)o2)cc1 | -14 | -5 | -1.3 | -1 | 9 | 6 | 0 | -15 | -6
C/C(Cl)=C\Cn1c(O)c(N=NC(N)=S)c2cc(Br)ccc21 | -15 | -3 | -2.1 | -11 | 7 | -2 | 2 | -3 | 21
C[C@H](NC(=O)c1ncn2c1C(=O)NC[C@H]2C)C(=O)OC(C)(C)C | -7 | 1 | 0.7 | 2 | -1 | 1 | -2 | -16 | -10
O=C1NC[C@H](CCCCN2C[C@H](Cc3ccc(O)cc3)N(Cc3ccccc3)C(=O)C2=O)N(CCc2ccc(O)cc2)C1=O | / | -1 | / | -1 | 2 | 1 | -3 | 3 | -11
COC(=O)C1=C(C(=O)c2ccccc2)C(c2ccccc2)n2nnnc2N1 (stereo not drawn) | 8 | 0 | 0.5 | 1 | 5 | 5 | 1 | 10 | 17
CC(C)c1ccc(NC2CCCN(C(=O)c3ccccc3-c3ncc[nH]3)C2)cc1 (stereo not drawn) | -1 | -3 | -1.3 | -1 | 3 | 0 | -6 | -5 | -8

High-throughput results as filed in PubChem BioAssay.
